Assay outcomes: PubChem, several laboratories
rCAG RNA binder – molecules binding r(CAG) RNA repeats; r(CAG) RNA repeat, TO-PRO-1 dye displacement fluorescence; inhibition, % at 3 µM; 1.3% of 370,000 active; AID 651821;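 active = inhibition above the plate cutoff, the mean of all test compounds on that plate plus 3 SD, cut at about 35% in these data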;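 note: 0% = DMSO alone and 100% = 100 µM mitoxantrone as full dye displacement; higher means more dye released from RNA so lower well fluorescence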
GC-B act – GC-B (human) receptor activation. P20594. HEK293-GC-B cells, CNP EC30, cGMP TR-FRET; 0% at EC30 CNP, 100% saturating CNP. activation, % at 10 µM. 0.11% of 370,000 active. AID 1920062;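 active = activation at 10 µM reaching about 35% in either raw or pattern-adjusted values, limit read from the data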
ABHD4 inh – inhibitors of mouse ABHD4 | 0.54% of 370,000 active | inhibition, % at 8.92 µM | purified mABHD4, FP-Rh probe fluorescence polarization | Q8VD66;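 active = inhibition exceeding the mean over every tested compound plus 3 SD, cut at about 30% in these data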;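 note: 0% = plate median of compound wells and 100% = S159A mutant with DMSO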
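Assay system: wild-type mouse ABHD4 protein; compound: single nominal dose of 8.92 µM, 0.89% DMSO final; schedule: 45 min + 60 min at 25 °C; measured by: FP readout, ex 525 nm / em 598 nm; evaluation: % inhibition of FP-Rh probe binding versus controls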
PRMT1 inh – PRMT1 (human) inhibition, primary screen | AID 652257 | Q99873 | inhibition, % at 2.79 µM | 1.3% of 370,000 active | recombinant PRMT1, activity-based probe fluorescence polarization;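 active = inhibition above about 21% made by adding two undisclosed values, limit read from the data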
Target sequence (Q99873 whole entry, looked up): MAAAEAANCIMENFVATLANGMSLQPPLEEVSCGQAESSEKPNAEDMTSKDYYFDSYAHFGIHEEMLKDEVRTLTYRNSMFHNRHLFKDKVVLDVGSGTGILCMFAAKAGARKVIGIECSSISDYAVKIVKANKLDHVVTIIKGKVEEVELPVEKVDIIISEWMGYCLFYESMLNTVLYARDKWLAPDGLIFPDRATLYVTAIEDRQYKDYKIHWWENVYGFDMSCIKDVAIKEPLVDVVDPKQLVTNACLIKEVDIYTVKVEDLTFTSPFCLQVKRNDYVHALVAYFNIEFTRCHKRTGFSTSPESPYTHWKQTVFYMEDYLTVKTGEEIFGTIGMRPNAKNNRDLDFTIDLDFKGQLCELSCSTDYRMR
MBD2 inh – inhibitors of human MBD2 binding to methylated oligonucleotide; Q9UBB5; TR-FRET; inhibition, % at 4.4 µM; 0.31% of 370,000 active; in the data active = inhibition above about 13%
TCR CD3 inh – inhibitors of human TCR-CD3 interaction; TAMRA-labeled TCR probe fluorescence, biochemical; inhibition, % at 9.4 µM; 0.37% of 360,000 active; AID 651800; in the data active = inhibition above about 19%;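 note: recombinant mutant TCR 2C K166C tagged with TAMRA read by polarization; 0% = receptor in buffer alone and 100% = receptor with positive control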
GC-A act – GC-A (human) enzyme activation. activation, % at 10 µM. HEK293 GC-A cells, cGMP TR-FRET, EC30 ANP; 0% at EC30 ANP, 100% saturating ANP. 0.14% of 370,000 active; in the data active = activation above about 40%
UHRF1 MBD2 ctr – blocks human UHRF1 binding to methylated DNA | inhibition, % at 4.4 µM | 0.75% of 370,000 active | Q96T88 | UHRF1 binding to methylated oligo, TR-FRET; in the data active = inhibition above about 21%;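 note: UHRF1 SRA domain binding a hemimethylated CpG hairpin DNA probe; 0% = median of test compound wells and 100% = reference inhibitor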
SIAE inh – inhibitors of human sialic acid acetylesterase SIAE; 0.69% of 370,000 active; inhibition, % at 9.66 µM; SIAE FP-Rh probe binding, fluorescence polarization; Q9HAT2;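 active = inhibition above a cutoff: mean of compounds within the control limits plus 3 SD of those, cut at about 17% in these data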;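 note: 0% = plate median of compound wells and 100% = probe without SIAE protein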
Target sequence (Q9HAT2 whole entry, looked up): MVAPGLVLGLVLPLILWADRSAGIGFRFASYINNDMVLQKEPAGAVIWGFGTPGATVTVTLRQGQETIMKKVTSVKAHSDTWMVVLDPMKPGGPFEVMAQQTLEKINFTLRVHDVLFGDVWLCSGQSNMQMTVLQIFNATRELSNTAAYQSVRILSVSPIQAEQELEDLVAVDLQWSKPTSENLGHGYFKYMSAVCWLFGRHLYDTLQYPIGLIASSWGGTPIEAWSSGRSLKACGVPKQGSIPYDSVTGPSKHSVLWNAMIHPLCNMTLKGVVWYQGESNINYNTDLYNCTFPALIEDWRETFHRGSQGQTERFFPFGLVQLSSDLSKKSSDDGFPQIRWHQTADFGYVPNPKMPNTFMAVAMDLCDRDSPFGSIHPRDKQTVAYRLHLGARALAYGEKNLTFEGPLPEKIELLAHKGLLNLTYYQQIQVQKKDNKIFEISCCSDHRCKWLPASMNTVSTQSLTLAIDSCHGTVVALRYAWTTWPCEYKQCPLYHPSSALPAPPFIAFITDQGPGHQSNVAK
HTRA1 inh – HTRA1 (human) protease inhibition. inhibition, % at 5.96 µM. AID 504803. recombinant HTRA1, FP-rhodamine activity-based probe, fluorescence polarization. Q92743. 0.5% of 340,000 active; in the data active = inhibition above about 36%;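 note: 0% = enzyme with DMSO and 100% = wells lacking enzyme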
* marks the source's active call; other numbers are inactive results; / = no result given. Only part of the results is shown, so the mix of outcomes need not match the whole.

SMILES | rCAG RNA binder | GC-B act | ABHD4 inh | PRMT1 inh | MBD2 inh | TCR CD3 inh | GC-A act | UHRF1 MBD2 ctr | SIAE inh | HTRA1 inh
O=C(c1ccc(COc2c(F)c(F)cc(F)c2F)o1)N1CCN(c2ccc(Cl)cc2)CC1 | 1 | -5 | 2 | -1 | 1 | -4 | -2 | 1 | -6 | -18
CCn1c(CCNC(=O)c2ccc(OC)cc2)nnc1SCc1ccc(Cl)cc1Cl | -1 | -6 | 8 | 2 | 6 | 2 | -4 | 5 | -9 | -9
C=CCC[C@@H](Cc1ccc(F)cc1)C(=O)OC[C@@H](Cc1c[nH]c2ccccc12)NC(=O)[C@@H](CC=C)CC(=O)N[C@H](CO)Cc1ccccc1 | 7 | -4 | 0 | 0 | -3 | 10 | 0 | -1 | -5 | -23
CN(Cc1ccc(F)cc1)C(=O)CCc1nnc(-c2ccccc2)o1 | -6 | 1 | 5 | -2 | -2 | 2 | 1 | 0 | -3 | -3
Clc1cccc(CNCC2CCCO2)c1Cl (stereo not given) | -2 | 1 | 2 | -2 | -6 | 3 | 1 | 0 | 4 | 4
CCC1CN(C(=O)NCc2ccc(F)cc2)c2cc(C)ccc2O1 (stereo not given) | -6 | -9 | -12 | 4 | 5 | -4 | -11 | 2 | 3 | -7
CC(=O)c1cccc(NC(=O)NCCc2c[nH]c3ccccc23)c1 | -2 | 6 | -4 | 0 | 0 | 2 | 2 | -1 | 2 | 2
CCCCN(C)C(=O)Cn1nc(-c2ccc(Cl)cc2)ccc1=O | -7 | 4 | 3 | -1 | 1 | 4 | -2 | 8 | -2 | -1
CCc1cc2c(=O)[nH]c(-c3ccncc3)nc2s1 | 0 | -3 | -5 | 4 | 4 | 4 | 0 | -2 | -7 | 2
Cn1nc(C(C)(C)C)cc1NC(=O)C1(C)CCN1C(=O)C1(c2ccccc2)CC1 (stereo not given) | 0 | 0 | -4 | -6 | 0 | 12 | 0 | -2 | -3 | /
Cc1csc(=O)n1CCC(=O)OCc1nnc(-c2ccccc2)o1 | 0 | -1 | 0 | -2 | -1 | 8 | 1 | 3 | 1 | -4
CC(C)c1ccc(CN2CCN(C(=O)CSc3nnnn3C3CC3)CC2)cc1 | -3 | 0 | 1 | -1 | 3 | -4 | 0 | 16 | 2 | -8
O=C(NCc1ccccc1F)C1CCCN(C(=O)Nc2ccccc2)C1 (stereo not given) | 1 | -3 | 2 | -6 | 5 | 1 | 4 | 1 | -7 | 4
CN(C(=O)c1cccc(NC(=O)Cc2ccc(NC(=O)C3CCN(S(=O)(=O)c4cccc([N+](=O)[O-])c4)CC3)cc2)c1)C1CCCCC1 | 18 | 5 | -35 | -4 | 4 | 1 | -3 | 0 | -33 | -25
O=C(CC(c1ccccc1)c1ccccc1)Nc1ncn[nH]1 | 2 | -4 | -2 | 1 | -4 | -7 | 3 | 0 | -1 | 6
Cc1c(/C=N/NC(=O)c2cccnc2)c2ccccc2n1Cc1ccccc1 | -3 | 29 | -7 | -1 | 0 | 0 | 58* | 2 | -4 | /
COc1ccc(OC)c(S(=O)(=O)NCCOC23CC4CC(CC(C4)C2)C3)c1 | -8 | 4 | -7 | 2 | -1 | -1 | -2 | 6 | 8 | -5
CN(C)S(=O)(=O)c1cccc(NC(=O)c2cccc(N3C(=O)CCC3=O)c2)c1 | 2 | 4 | 1 | -3 | -5 | 5 | 2 | -1 | -1 | -1
Cc1ccc(OCCn2c(CCNC(=O)C3CCCCCC3)nc3ccccc32)cc1 | / | -23 | -7 | 6 | 7 | / | -24 | 3 | 3 | /
Cc1cc(NS(=O)(=O)c2ccc(NC(=O)CSc3nnc(-c4ccc(C(C)(C)C)cc4)n3Cc3ccco3)cc2)nc(C)n1 | 37* | 9 | -7 | 3 | -3 | / | -2 | -2 | -2 | /
O=C(NCCS(=O)(=O)N1CCN(c2ccccc2F)CC1)c1cc(=O)c2ccccc2o1 | 5 | 0 | 0 | 5 | 1 | -4 | -3 | 2 | -4 | 3
COc1ccc(C)cc1N(CC(=O)Nc1ccc(S(=O)(=O)N2CCCC2)cc1)S(C)(=O)=O | -2 | 1 | 2 | 6 | 0 | 5 | 1 | -3 | 2 | 2
CCS(=O)(=O)N1CCC(C(=O)Nc2ccc3c(c2)CCC3)CC1 | -2 | 0 | 10 | 1 | 4 | 3 | 1 | 0 | 3 | 0
C=C[C@@H](c1ccccc1)[C@](C)(O)C(=O)O | 3 | 7 | 5 | -1 | 2 | 7 | 2 | 0 | -1 | /
CCn1c(C)c(C(C)=O)c(N2CCN(c3ccccn3)CC2)nc1=S | -4 | 1 | -6 | 6 | 3 | -6 | -1 | 7 | 2 | 3

The list goes on; it opens with the 2 that closed the last part.
SMILES | rCAG RNA binder | GC-B act | ABHD4 inh | PRMT1 inh | MBD2 inh | TCR CD3 inh | GC-A act | UHRF1 MBD2 ctr | SIAE inh | HTRA1 inh
C=C[C@@H](c1ccccc1)[C@](C)(O)C(=O)O | 3 | 7 | 5 | -1 | 2 | 7 | 2 | 0 | -1 | /
CCn1c(C)c(C(C)=O)c(N2CCN(c3ccccn3)CC2)nc1=S | -4 | 1 | -6 | 6 | 3 | -6 | -1 | 7 | 2 | 3
O=C(O)c1ccccc1C(=O)c1cccs1 | 0 | -6 | -1 | -1 | 8 | 2 | 4 | 24* | 11 | 0
Cc1ccc(S(=O)(=O)NCC(=O)N/N=C/c2ccc(Cl)cc2Cl)cc1 | 3 | 2 | -8 | -1 | 4 | 4 | -7 | 0 | -3 | -34
CC(C)COc1ccc(C(=O)NC(=S)Nc2ccc(CN3CCOCC3)cc2)cc1 | 3 | -7 | -4 | -3 | 0 | -7 | -4 | 4 | 0 | -1
CCOc1ccc(-n2nnc3c(=O)n(C/C=C/c4ccccc4)cnc32)cc1 | 2 | -9 | 2 | 3 | -1 | 1 | -5 | 23* | -6 | -4
CC(=O)C(C(c1ccccc1)N1CCOCC1)N1CCOCC1 (stereo not given) | 4 | 5 | 0 | 0 | 2 | -1 | 0 | -2 | -5 | 5
CC1(C)CC(=O)C2=C(C1)NC(=O)CC2c1cccc(F)c1 (stereo not given) | -5 | 0 | 4 | -2 | 3 | 1 | -3 | 2 | 0 | 8
COCCNC(=O)C1(C)CCCN(Cc2cc(-c3ccccc3)n(C)n2)C1 (stereo not given) | 2 | 2 | -5 | -1 | -4 | 0 | -1 | -1 | 2 | /
CC(=O)OC[C@H]1O[C@@H](Sc2cccc3cccnc23)[C@H](OC(C)=O)[C@@H](OC(C)=O)[C@@H]1OC(C)=O | -3 | -5 | 3 | -3 | -5 | 0 | 2 | -3 | 4 | 2
Cn1c(C(=O)N2CCC(C(N)=O)CC2)cc2cc(Cl)ccc21 | 0 | -5 | 0 | -5 | -2 | 0 | -2 | 0 | -3 | 2
COc1ccc(Br)cc1C1N2CC3(C)CN1CC(C)(C2)C3=O (stereo not given) | -5 | 7 | -4 | -1 | -2 | 9 | 4 | 1 | -1 | 4
COc1cc(/C=C2\SC(=S)N(NC(=O)c3ccc(O)cc3)C2=O)ccc1O | 17 | -5 | -215 | 1 | -2 | -99 | -1 | -2 | -149 | -207
O=C(CSc1nc2ccccc2c(=O)n1-c1ccc(F)cc1)NC1CC1 | 4 | -3 | -7 | 4 | 5 | 1 | 1 | -1 | -4 | 11
Cn1cnc([N+](=O)[O-])c1Sc1ccccc1 | 6 | 5 | 5 | 0 | -3 | 4 | 2 | 0 | -9 | 6
O=[N+]([O-])c1ccc(Nc2nc(N/N=C/c3cccc(F)c3)nc(N3CCCC3)n2)cc1 | 21 | 5 | 5 | 3 | -1 | 1 | 10 | -7 | -25 | -47
CCC(=O)N1CCc2cc(S(=O)(=O)NCCCN(CC)Cc3ccccc3)ccc21 | -6 | -1 | 2 | -3 | -9 | 9 | -4 | 8 | 2 | -6
O=C(CN1C(=O)S/C(=C/c2cc(Br)cs2)C1=O)N1CCOCC1 | 2 | 0 | 5 | 0 | -2 | 1 | 5 | -1 | 2 | -2
CC(C)CC(c1nnnn1C(C)C)N1CCN(c2ccccc2)CC1 (stereo not given) | -6 | 4 | -4 | -1 | -2 | 0 | 0 | 0 | 10 | 0
COc1cc(NC(=O)CN2CCCCCC2)cc(OC)c1 | -2 | 0 | 3 | -1 | 0 | 4 | 1 | -1 | 3 | -3
Cc1ccc(-n2c(SCC(=O)C(C)(C)C)nnc2-c2cccc(C)c2)cc1 | -1 | -7 | 6 | 1 | 2 | / | -17 | 1 | 0 | /
CCCCN(C(=O)c1cc2c(s1)CCC2)c1c(N)n(CC(C)C)c(=O)[nH]c1=O | 12 | -3 | 3 | 9 | -1 | -1 | -2 | 7 | 6 | 8
COc1ccccc1C(C)NC(=O)CCOc1cccc(C)c1 (stereo not given) | -6 | -3 | -6 | -2 | 1 | 5 | 4 | -1 | 5 | -7
CCOC(=O)c1c(C)[nH]c(C(=O)CN2CC(C)OC(C)C2)c1C (stereo not given) | -3 | 7 | -5 | 2 | 3 | 0 | -5 | 2 | 4 | 3
Cc1cc(NC(=O)CSc2nc(C(C)C)nc3sc4c(c23)CCCC4)no1 | -3 | 1 | -10 | -2 | 1 | 1 | -2 | 0 | 7 | 5
c1ccc(-c2cnnc(N3CCCCC3)n2)cc1 | 0 | 3 | 5 | -1 | -2 | -6 | 0 | -1 | 4 | 4
CCOc1cc(N2CCOCC2)c(OCC)cc1NC(=O)COC(=O)c1ccc(Cl)cc1N | 1 | 31 | -53 | -3 | 3 | 5 | 27 | -1 | 4 | 2
Next section:
SMILES | rCAG RNA binder | GC-B act | ABHD4 inh | PRMT1 inh | MBD2 inh | TCR CD3 inh | GC-A act | UHRF1 MBD2 ctr | SIAE inh | HTRA1 inh
Cn1c(=O)[nH]c(=O)c2c1nc(NCCCO)n2CCOc1ccccc1 | -2 | -1 | -2 | -3 | -2 | 6 | 0 | -1 | 2 | 5
O=C(O)c1ccc(Cl)c(S(=O)(=O)N2CCCCCC2)c1 | 0 | 2 | 3 | -1 | 2 | -8 | -1 | 4 | -8 | 4
CCOC(=O)C1CCN(C(=O)CN2C(=O)c3cccnc3Oc3ccccc32)CC1 | -6 | -1 | 2 | 1 | 4 | -4 | 0 | 3 | -2 | 1
O=NC1=C(c2c(O)[nH]c3ccccc23)CCCC1 | -3 | 7 | 2 | -1 | 4 | 4 | 2 | -1 | 11 | 8
COc1ccc[nH]c1=O | -3 | 7 | 7 | -1 | 2 | 1 | 3 | 2 | 5 | 3
Cc1ccc(C(=O)CSc2nnc(-c3ccccc3)o2)cc1 | -4 | 2 | 0 | -3 | 2 | -6 | -1 | 1 | 5 | -6
COc1ccccc1NC(=O)c1ccc2snnc2c1 | 2 | 5 | -10 | -5 | -4 | -5 | -5 | 0 | 5 | -6
Cc1ccc(C2NS(=O)(=O)N=C2N)cc1 (stereo not given) | 1 | 3 | 3 | -3 | -4 | 9 | -3 | 0 | 3 | 1
Cc1cc(C)cc(C(O)c2ncc(-c3ccccc3Cl)[nH]2)c1 (stereo not given) | -1 | -7 | -15 | 3 | 4 | -4 | -3 | 0 | -2 | /
O=C(COC(=O)CCC(=O)c1cccs1)Nc1ccc(Cl)cn1 | 4 | 3 | 3 | 1 | -1 | -9 | 1 | 0 | 1 | 1

In another format: entries from further up
O=C(O)c1ccc(Cl)c(S(=O)(=O)N2CCCCCC2)c1
  rCAG RNA binder: 0	GC-B act: 2	ABHD4 inh: 3	PRMT1 inh: -1	MBD2 inh: 2	TCR CD3 inh: -8	GC-A act: -1	UHRF1 MBD2 ctr: 4	SIAE inh: -8	HTRA1 inh: 4
COc1ccc[nH]c1=O
  rCAG RNA binder: -3	GC-B act: 7	ABHD4 inh: 7	PRMT1 inh: -1	MBD2 inh: 2	TCR CD3 inh: 1	GC-A act: 3	UHRF1 MBD2 ctr: 2	SIAE inh: 5	HTRA1 inh: 3
